Bioassay records from PubChem.
CAL PDZ FP-1: CAL PDZ (human) peptide binding inhibition. Q9HD26. 0.92% of 300,000 active. AID 602252. inhibition, % at 24.9 µM. purified CAL PDZ, TMR-peptide fluorescence polarization, 1 h;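 active = mean inhibition of at least 30% with at least half of replicates also reaching 30%; inconclusive = no clear call, values can overlap the other calls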;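 note: 0% = DMSO neutral control and 100% = excess unlabeled competitor peptide PRC23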
SR-BI uptake up: enhances SR-BI lipid uptake from DiI-HDL; CHO ldlA[mSR-BI] cells, DiI-HDL uptake fluorescence, 3 h; 100 = double the neutral-control signal; activation, % at 12.5 µM; 0.096% of 320,000 active;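 active = mean replicate activation of at least 60% and every replicate at or above 60%; inconclusive = mean or all-replicate condition met, but not both; inactive = mean below 60% and not all replicates reaching 60%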;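 note: 0% = median plate neutral-control signal and 100% = twice that signal; values of inactives mirror those of a sister screen read the other way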
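Test system: SR-BI-overexpressing, LDLR-lacking CHO cells; Medium: Ham's F12 with 0.5% BSA, HEPES 25 mM, pH 7.4; Schedule: 3 h, 37 °C; Technique: bottom-read fluorescence, 550/595 nm.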
AddAB inh: less growth of phage-infected E. coli with AddAB. E. coli expressing H. pylori AddAB, absorbance growth. inhibition, % at 11.9 µM. 0.29% of 330,000 active. AID 435030; in the data active = inhibition above about 12%;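 note: 0% = vehicle wells of infected cells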
MITF act: activators of MITF-driven TRPM1 promoter activity in SK-MEL-5 cells; SK-MEL-5 TRPM1-promoter luciferase, 24 h; % of positive control, neutral wells = 0; activation, % at 12.5 µM; 0.75% of 300,000 active;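 active = mean activation of at least 80% with every replicate also reaching 80%; inconclusive = mean reaches 80% but some replicate falls short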;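 note: 0% = neutral control wells and 100% = parthenolide positive control wells; values of inactives mirror those of a sister screen read the other way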
phage Ecoli inh: E. coli growth loss with phage present; 0.26% of 360,000 active; inhibition, % at 11.9 µM; AID 651602; growth absorbance; in the data active = inhibition above about 11%
Tat transport: blocks Tat-dependent protein export in E. coli | inhibition, % at 10 µM | E. coli MC4100 TorA-mCherry Tat export, fluorescence | 0.036% of 340,000 active | AID 488895;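 active = mean replicate inhibition at least 50% and at least half of replicates individually reaching 50%; inconclusive = only one of the two criteria met; inactive = neither criterion met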;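 note: exported cargo escapes ClpAP degradation while cytoplasmic cargo is degraded and loses fluorescence; 0% = median of neutral control wells and 100% = median of NaSCN control wells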
CAL PDZ FP-2: human CAL PDZ-peptide interaction inhibition | inhibition, % at 20 µM | Q9HD26 | 0.02% of 330,000 active | AID 504414 | purified CAL PDZ, TMR-peptide fluorescence polarization, 1 h;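 active = highest replicate inhibition of at least 40%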;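 note: plate controls were DMSO neutral control wells for no effect and unlabeled competitor peptide control wells for full effect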
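material = purified tagged CAL PDZ domain construct (CerCALP) | buffer or medium = sodium phosphate/NaCl buffer pH 7.4 with TCEP, IgG, Thesit | reagent = TMR-labelled reporter peptide T*-PRC34 bound in PDZ groove | incubation = 1 h room-temperature incubation prior to read | measured by = fluorescence polarization (mP) | evaluation = percent inhibition from loss of millipolarization | control set = unlabelled peptide and DMSO controls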
SR-BI DiI inh: mouse SR-BI HDL lipid transfer inhibition; Q61009; ldlA[mSR-BI] CHO cells, DiI-HDL uptake fluorescence, 3 h; inhibition, % at 12.5 µM; 0.96% of 320,000 active;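 active = mean replicate inhibition of at least 70% and a set share of replicates each scoring 70 or more; inconclusive = meets just one of the two criteria; inactive = fails both criteria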;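 note: 0% = median of neutral control wells and 100% = median of positive control wells; values of inactives mirror those of a sister screen read the other way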
Target sequence (Q61009 whole entry, looked up): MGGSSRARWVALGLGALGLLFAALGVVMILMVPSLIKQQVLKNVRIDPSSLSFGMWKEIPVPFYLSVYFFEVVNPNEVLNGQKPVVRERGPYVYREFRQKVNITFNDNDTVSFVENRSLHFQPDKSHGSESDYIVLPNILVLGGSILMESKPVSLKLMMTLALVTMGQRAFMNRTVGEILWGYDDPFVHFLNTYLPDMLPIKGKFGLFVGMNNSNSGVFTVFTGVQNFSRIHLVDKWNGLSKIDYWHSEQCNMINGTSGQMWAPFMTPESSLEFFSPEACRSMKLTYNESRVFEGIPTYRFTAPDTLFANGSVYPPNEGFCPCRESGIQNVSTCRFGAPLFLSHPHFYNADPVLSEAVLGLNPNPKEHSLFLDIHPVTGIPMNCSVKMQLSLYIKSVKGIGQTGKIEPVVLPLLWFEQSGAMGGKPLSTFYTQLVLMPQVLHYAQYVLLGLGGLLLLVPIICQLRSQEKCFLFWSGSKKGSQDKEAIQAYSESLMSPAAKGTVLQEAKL
Ecoli viability: counter-screen for AddAB inhibitors: E. coli growth inhibition. E. coli V3065 growth, OD600 absorbance, 18 h. inhibition, % at 11.9 µM. 0.27% of 330,000 active. AID 449728;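 active = inhibition above the campaign's mean inhibition across all tested compounds plus 3 SD, cut at about 9.9% in these data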;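 note: uninfected addAB+ strain grown without phage in ampicillin broth; 0% = DMSO wells and 100% = ciprofloxacin 0.95 µg/ml wells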
Wnt act: activates Wnt/beta-catenin signaling in a reporter cell assay; activator, plate reader; activation, % at 9.35 µM; 1.2% of 300,000 active; AID 743398; in the data active = activation above about 30%, passing the limit was not always enough; inconclusive = no clear call, values can overlap the other calls;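 note: 0% = neutral control wells and 100% = positive control wells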
* marks the source's active call; other numbers are inactive results; ? = inconclusive; / = not tested or not shown.

SMILES	CAL PDZ FP-1	SR-BI uptake up	AddAB inh	MITF act	phage Ecoli inh	Tat transport	CAL PDZ FP-2	SR-BI DiI inh	Ecoli viability	Wnt act
CNC(=O)c1c(Br)cnn1-c1ccc(C)cc1	0	-9	0.0	44	5.7	0	-2.2	9	-2.4	18
CCOC(=O)C1CCN(C(=O)N2CCOCC2)CC1	2	4	0.0	6	1.3	0	-1.7	-4	-0.9	-4
Cc1ccc(C)c(Nc2nc3ccccc3[nH]2)c1	3	-11	/	-6	-2.6	1	-0.3	11	/	-2
Cc1ccc(C2C3=C(CC(C)(C)CC3=O)Nc3[nH]c(=S)[nH]c(=O)c32)cc1 (centres undefined)	-1	8	1.9	/	1.2	1	0.2	-8	0.9	/
COc1ccccc1CC(=O)Nc1ccc2nc(C)sc2c1	-2	-3	1.0	13	0.3	10	-0.6	3	0.8	-11
Cc1ccc(C(=O)NCCCn2ccnc2)cc1[N+](=O)[O-]	0	-34	1.1	/	1.6	4	/	34	0.7	-4
O=C(N/C=C\c1ccccc1)NCc1ccc(Cl)cc1Cl	-6	-13	2.1	3	1.4	-6	/	13	-1.4	-1
N#Cc1c(-c2ccccc2)nc(SCC(=O)Nc2ccc(OC(F)(F)Cl)cc2)[nH]c1=O	-8	35	2.1	-8	0.1	1	-1.5	-35	-2.5	0
O=C(NCc1ccc(Cl)cc1)c1ncn[nH]1	-2	25	1.5	-14	2.1	-3	-0.9	-25	1.4	0
CC(C)NC(=O)c1cc(=O)n(C)c(=O)n1C	-1	3	0.6	-15	/	2	/	-3	-1.9	-1
Nc1nc(SCC(=O)Nc2ccc(Cl)cn2)n[nH]1	0	0	3.4	4	3.7	14	0.0	0	0.2	-2
CCOC(=O)c1sc(=S)n(-c2ccccc2Cl)c1C	0	-15	-2.5	/	-0.4	-1	-1.1	15	-0.9	3
COc1ccc(CNC(=O)N[C@@H](Cc2c[nH]c3ccccc23)C(=O)O)cc1	-4	1	-3.4	11	1.0	-9	/	-1	-0.7	2
O=C(OC(C(=O)NCC1CCCO1)c1ccccc1F)c1ccco1 (centres undefined)	-1	4	1.0	/	0.8	-1	-1.6	-4	0.1	/
CCC(C)(C)NC(=O)CN(C(=O)CCC(=O)Nc1nccs1)c1ccccc1C	1	14	-0.2	/	1.1	2	0.2	-14	-2.8	-1
COc1ccc(C(=O)N(C)Cc2nc3ccccc3c(=O)[nH]2)cc1S(=O)(=O)N1CCCC1	-5	33	2.5	-6	1.1	-7	-0.5	-33	0.9	0
CCc1ccc(-c2nnn(CC(=O)N(C3CCCC3)C3CCS(=O)(=O)C3)n2)cc1 (centres undefined)	-5	19	1.3	-2	1.4	0	-8.4	-19	-2.6	-2
Cc1ccc(Nc2nnc(SCC(=O)Nc3cccnc3Cl)s2)cc1C	2	16	2.7	76	4.0	-5	-1.4	-16	0.2	-1
Cc1cccn2c(=O)c3cc(C(=O)NC4CCCCC4)sc3nc12	-5	-14	1.1	6	3.1	-2	-1.5	14	2.6	3
O=C(CSc1ccc([N+](=O)[O-])cn1)Nc1ccc2[nH]c(=O)[nH]c2c1	6	/	1.6	1	3.6	-4	-0.6	/	-0.9	-1
Nc1nonc1C(=O)N/N=C\c1cc2c(cc1Cl)OCO2	5	-29	/	-2	1.2	-4	-2.0	29	/	0
COc1ccc(CCN(Cc2nc(-c3ccccc3)no2)Cc2nc(-c3ccccc3)no2)cc1OC	-3	-1	0.6	-9	3.1	-1	-1.2	1	-0.6	/
C[C@H](CO)N1C[C@H](C)[C@@H](CN(C)C(=O)Nc2ccc(F)cc2)Oc2ccc(NS(C)(=O)=O)cc2C1=O	0	27	3.9	-8	3.1	10	-1.3	-27	1.7	-1
CS(=O)(=O)N(CC(=O)Nc1ccccc1C(=O)NCc1ccco1)c1ccc2c(c1)OCCO2	/	16	1.3	8	2.0	25	-3.8	-16	-1.3	/
COc1cc(OC)cc(C(=O)NCC(=O)NCC(c2ccco2)N2CCCCC2)c1 (centres undefined)	1	21	-0.4	0	2.9	6	-1.2	-21	2.5	-2
COc1ccc(/C=N/NC(=O)C2C(=O)NCC2c2ccccc2)c(OC)c1 (centres undefined)	-1	-35	3.2	-5	3.1	2	-3.5	35	-1.2	-1
COc1ccc(C(=O)NCCc2nc3cc([N+](=O)[O-])ccc3n2C)cc1	-1	-11	1.0	/	2.2	0	0.1	11	1.8	-3
CCOC(=O)C1=C(COC(=O)/C=C/c2ccco2)NC(=O)NC1C (centres undefined)	/	-8	2.5	-6	1.3	9	-0.7	8	0.5	0
CC(=O)Nc1ccc2c(O)cc(S(=O)(=O)O)cc2c1	-27	3	/	-22	1.6	-11	-0.7	-3	/	2
CC(Nc1nc(-c2ccccc2F)nc2ccccc12)c1ccccc1 (centres undefined)	-2	-18	-0.8	-7	1.8	5	-2.1	18	-1.6	-2
CCN1CCN(C(=O)C2c3cc(OC)c(OC)cc3C(=O)N(C)C2c2ccc(SC)cc2)CC1 (centres undefined)	/	33	1.9	-1	3.5	-2	-0.9	-33	-1.9	/
CC1CC1C(=O)OCC(=O)Nc1cccc(Br)c1 (centres undefined)	-3	15	/	1	-1.3	-4	-0.6	-15	/	4
CC1CC(c2ccccc2)NS(=O)(=O)O1 (centres undefined)	-5	15	5.7	-10	3.0	2	-1.9	-15	-0.7	2
O=C(Nc1ccnn1C1CCN(Cc2cccc(F)c2F)CC1)C1CCCC1	-5	-15	-0.4	3	2.4	-4	-2.9	15	0.6	-2
CCOc1ccc(-n2c(SCc3ccc(C(=O)OC)o3)nc3c(c2=O)SCC3)cc1	1	-30	2.4	/	1.9	-4	/	30	0.8	-2
COC(=O)[C@H](Cc1ccccc1)NC(=O)c1ccc2ccccc2n1	-7	/	5.1	22	2.8	2	-2.8	/	-1.8	7
CCCC(=O)Nc1sc2c(c1C#N)CCCCC2	-2	-44	-1.1	51	2.2	-5	-3.0	44	0.7	2
O=C(O)c1ccccc1/C=N/Nc1ccc(S(=O)(=O)N2CCCC2)cc1[N+](=O)[O-]	-3	/	1.3	-1	4.6	-4	-1.3	/	1.7	1
O=C(COC(=O)CNC(=O)C1CCCCC1)Nc1ccc2c(c1)OCCO2	-5	3	2.0	-5	2.0	-4	0.0	-3	0.4	1
Cn1cc(CN2CCc3c([nH]c4ccccc34)C2C(C)(C)C)cn1 (centres undefined)	-2	-2	3.1	-17	3.7	-7	-2.1	2	-1.6	3

Six compounds out of the list above, sorted by the value under CAL PDZ FP-2, highest first.
| SMILES | CAL PDZ FP-1 | SR-BI uptake up | AddAB inh | MITF act | phage Ecoli inh | Tat transport | CAL PDZ FP-2 | SR-BI DiI inh | Wnt act |
| --- | --- | --- | --- | --- | --- | --- | --- | --- | --- |
| Cc1ccc(C)c(Nc2nc3ccccc3[nH]2)c1 | 3 | -11 | / | -6 | -2.6 | 1 | -0.3 | 11 | -2 |
| CCOC(=O)C1=C(COC(=O)/C=C/c2ccco2)NC(=O)NC1C (centres undefined) | / | -8 | 2.5 | -6 | 1.3 | 9 | -0.7 | 8 | 0 |
| CCOC(=O)c1sc(=S)n(-c2ccccc2Cl)c1C | 0 | -15 | -2.5 | / | -0.4 | -1 | -1.1 | 15 | 3 |
| Cc1cccn2c(=O)c3cc(C(=O)NC4CCCCC4)sc3nc12 | -5 | -14 | 1.1 | 6 | 3.1 | -2 | -1.5 | 14 | 3 |
| CC(Nc1nc(-c2ccccc2F)nc2ccccc12)c1ccccc1 (centres undefined) | -2 | -18 | -0.8 | -7 | 1.8 | 5 | -2.1 | 18 | -2 |
| COC(=O)[C@H](Cc1ccccc1)NC(=O)c1ccc2ccccc2n1 | -7 | / | 5.1 | 22 | 2.8 | 2 | -2.8 | / | 7 |

Results in MITF act (5 entries from above):
Structure	MITF act
CC(Nc1nc(-c2ccccc2F)nc2ccccc12)c1ccccc1 (centres undefined)	-7
CCN1CCN(C(=O)C2c3cc(OC)c(OC)cc3C(=O)N(C)C2c2ccc(SC)cc2)CC1 (centres undefined)	-1
CC1CC1C(=O)OCC(=O)Nc1cccc(Br)c1 (centres undefined)	1
CC1CC(c2ccccc2)NS(=O)(=O)O1 (centres undefined)	-10
O=C(Nc1ccnn1C1CCN(Cc2cccc(F)c2F)CC1)C1CCCC1	3

Additional records:
SMILES	CAL PDZ FP-1	SR-BI uptake up	AddAB inh	MITF act	phage Ecoli inh	Tat transport	CAL PDZ FP-2	SR-BI DiI inh	Ecoli viability	Wnt act
CCOC(=O)C(=O)N(CC)C1CCS(=O)(=O)C1 (centres undefined)	-6	-8	4.1	-13	-3.7	-3	-1.5	8	2.8	0
Cc1cc(OCC(=O)Nc2ccc(N3CCN(C(=O)c4ccco4)CC3)cc2)cc(C)c1Cl	-1	-69	0.7	-3	1.6	-2	-2.6	69	-1.2	-2
CC(C)(C)NC(=O)NC(=O)COC(=O)COc1ccc(Cl)cc1Cl	3	32	0.9	-1	3.7	1	0.2	-32	0.7	-5
Cc1ccc(OC(=O)c2cc(=O)c3ccccc3o2)cc1	1	-13	3.2	14	5.8	?	-0.2	13	1.7	26
O=C(/C=C/Nc1cccc(F)c1)c1ccco1	-1	-1	0.2	93*	2.1	-3	-2.7	1	-0.9	/
Cc1cc(C)n(C(=O)c2nn(C)c(C)c2[N+](=O)[O-])n1	/	6	2.6	-7	2.1	-2	-1.1	-6	0.8	/
O=C(Nc1cccc(Cl)c1)Nc1ccc2nccnc2c1	-14	-28	0.7	112*	7.2	-8	-9.6	28	1.3	-1
O=C(Nc1ccc(NC(=O)c2ccncc2)cc1)c1ccncc1	/	/	1.9	/	-0.2	/	/	/	-0.7	0
CCOc1ccccc1-c1nc(C(N)=O)c2[nH]c(=O)n(-c3cccc(C)c3)c2n1	-1	10	-0.5	-12	1.1	1	-5.7	-10	4.4	-1
Clc1nc2ccccc2cc1/C=N/Nc1nc2ccccc2[nH]1	1	-10	4.7	9	0.5	-6	-1.5	10	-3.7	63*
O=C(CCc1nc2ccccc2c(=O)[nH]1)NCC(=O)Nc1ccc(F)c(F)c1	7	14	0.5	-11	1.4	5	-2.9	-14	-0.8	-3
O=C(c1ccccc1Cl)N1CCSCC1	-5	5	0.3	/	-0.5	-4	0.6	-5	-1.2	0
